Bioassay records deposited in PubChem by several laboratories.
Bcl-XL Bim block – inhibitors of Bim-Bcl-XL binding, primary screen, biochemical, multiplexed, bead flow cytometry, human Bcl-XL | Bcl-2-like protein 1 (Homo sapiens), Q07817 | 190,000 tested, 0.04% active | Bim peptide-Bcl-XL binding, fluorescence | inhibition, % at 10 µM
RGS7-Gao reg – RGS7-Galphao binding modulators, primary screen, biochemical, multiplexed bead flow cytometry | binding response (% of control), % at 10 µM | 220,000 tested, 0.35% active | AID 1439, 2008 | Guanine nucleotide-binding protein G(o) subunit alpha (Homo sapiens), P09471 | actives lie on both sides; in the data active means binding response below about 49% or above about 150%; inconclusive means no clear call, values can overlap the other calls; inactive means in between;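 further: fluorescent Galphao held in activated GDP-AlF4 state binding bead-coupled RGS7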
Mcl1 Noxa PPI – Mcl-1/Noxa binding inhibitors, primary screen, biochemical, TR-FRET, 1536-well | inhibition, % at 21.7 µM | Induced myeloid leukemia cell differentiation protein Mcl-1 (Homo sapiens), Q07820 | TR-FRET Mcl-1/Noxa peptide binding, 2 h | 220,000 tested, 1.5% active;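 active means compounds that cut the protein-peptide binding signal by more than 50% relative to plate controls in a single-dose test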;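 further: His-tagged Mcl-1 with rhodamine Noxa BH3 peptide and terbium anti-His antibody; 0% = Mcl-1 plus Noxa peptide wells and 100% = peptide-only wells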
Target sequence (Q07820 whole entry, looked up): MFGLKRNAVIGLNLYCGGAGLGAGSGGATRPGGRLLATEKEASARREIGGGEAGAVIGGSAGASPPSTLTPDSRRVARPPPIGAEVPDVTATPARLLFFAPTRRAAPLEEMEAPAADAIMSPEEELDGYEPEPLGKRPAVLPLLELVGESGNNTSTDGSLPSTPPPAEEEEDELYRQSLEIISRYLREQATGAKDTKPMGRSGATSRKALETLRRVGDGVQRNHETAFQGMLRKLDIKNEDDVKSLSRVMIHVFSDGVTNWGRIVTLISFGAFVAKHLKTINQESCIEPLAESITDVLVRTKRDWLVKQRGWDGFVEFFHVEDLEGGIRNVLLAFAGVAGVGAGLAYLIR
RGS4-Gao reg – modulators of RGS4 binding to Galphao, primary screen, biochemical, multiplexed bead flow cytometry; Guanine nucleotide-binding protein G(o) subunit alpha (Homo sapiens), P09471; actives lie on both sides; binding response (% of control), % at 10 µM; 220,000 tested, 0.33% active; in the data active means binding response below about 49% or above about 150%; inactive means in between;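 further: fluorescent Galphao activated with aluminum fluoride binding bead-coupled RGS4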
Bcl-W Bim block – inhibitors of Bim binding to Bcl-W, primary screen, biochemical, multiplexed, bead-based flow cytometry. inhibition, % at 10 µM. 190,000 tested, 0.02% active. AID 952, 2007. Bcl-2-like protein 2 (Homo sapiens), Q92843. Bim peptide-Bcl-W binding;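 further: 0% = bound tracer without compound and 100% = peptide blocker; higher means less fluorescent Bim peptide bound to Bcl-W beads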
Target sequence (Q92843 whole entry, looked up): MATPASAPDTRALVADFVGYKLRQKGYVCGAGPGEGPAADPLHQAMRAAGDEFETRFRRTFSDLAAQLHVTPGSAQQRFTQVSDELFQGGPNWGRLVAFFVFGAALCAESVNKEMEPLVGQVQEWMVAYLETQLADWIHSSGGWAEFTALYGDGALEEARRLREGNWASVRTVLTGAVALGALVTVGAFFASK
Bfl-1 Bim block – inhibitors of Bim binding to Bfl-1, primary screen, biochemical, multiplexed, bead-based flow cytometry; Bcl-2-related protein A1 (Homo sapiens), Q16548; inhibition, % at 10 µM; 190,000 tested, 0.12% active; Bim-Bfl-1 binding inhibition;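 further: 0% = wells without compound plus tracer and 100% = blocker peptide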
Bim-Bcl-B – inhibitors of Bim-Bcl-B binding, primary screen, biochemical, multiplexed, human Bcl-2 family | Bcl-2-like protein 10 (Homo sapiens), Q9HD36 | inhibition, % at 10 µM | bead-based flow cytometry, Bim peptide-Bcl-B binding | 190,000 tested, 0.073% active;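 further: 0% = tracer peptide without compound and 100% = reference inhibitor peptide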
Target sequence (Q9HD36 whole entry, looked up): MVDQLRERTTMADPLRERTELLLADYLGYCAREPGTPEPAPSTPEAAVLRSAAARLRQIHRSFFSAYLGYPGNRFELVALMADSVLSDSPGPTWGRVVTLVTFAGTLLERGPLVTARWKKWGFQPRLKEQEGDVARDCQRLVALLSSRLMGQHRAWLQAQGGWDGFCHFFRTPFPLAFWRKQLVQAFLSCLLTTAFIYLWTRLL
Mcl1 Bid PPI – Mcl-1/Bid binding inhibitors, primary screen, biochemical, TR-FRET, 1536-well. Induced myeloid leukemia cell differentiation protein Mcl-1 (Homo sapiens), Q07820. TR-FRET Mcl-1/Bid-Dy647 peptide binding. inhibition, % at 21.7 µM. 220,000 tested, 0.97% active;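 active means compounds that cut the binding signal by more than half at the single screening dose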;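 further: His-tagged Mcl-1 with europium anti-His antibody binding Bid BH3 peptide; 0% = Mcl-1 plus peptide wells and 100% = peptide-only wells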
Mcl-1 Bim block – inhibitors of Bim peptide binding to Mcl-1, primary screen, biochemical, bead-based flow cytometry, multiplex | Induced myeloid leukemia cell differentiation protein Mcl-1 (Homo sapiens), Q07820 | 190,000 tested, 0.1% active | AID 1009, 2008 | inhibition, % at 10 µM | Bim peptide-Mcl-1 binding;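 further: 0% = no compound tracer wells and 100% = peptide blocker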
RGS8-Gao reg – RGS8-Galphao binding modulators, primary screen, biochemical, multiplexed bead flow cytometry | actives lie on both sides | response (percent of control binding), % at 10 µM | 220,000 tested, 0.34% active; in the data active means response below about 60% or above about 140%; inactive means in between;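 further: Galphao activated as the GDP aluminium fluoride complex binding bead-coupled RGS8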
Bcl-2 Bim block – inhibitors of Bim-Bcl-2 binding, primary screen, biochemical, multiplexed, human Bcl-2 family. Bead-based flow cytometry, Bim peptide-Bcl-2 binding. 190,000 tested, 0.06% active. Apoptosis regulator Bcl-2 (Homo sapiens), P10415. inhibition, % at 10 µM; in the data active means inhibition above about 40%; inconclusive means no clear call, values can overlap the other calls;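 further: 0% = no compound wells with probe peptide and 100% = reference peptide inhibitor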
Target sequence (P10415 whole entry, looked up): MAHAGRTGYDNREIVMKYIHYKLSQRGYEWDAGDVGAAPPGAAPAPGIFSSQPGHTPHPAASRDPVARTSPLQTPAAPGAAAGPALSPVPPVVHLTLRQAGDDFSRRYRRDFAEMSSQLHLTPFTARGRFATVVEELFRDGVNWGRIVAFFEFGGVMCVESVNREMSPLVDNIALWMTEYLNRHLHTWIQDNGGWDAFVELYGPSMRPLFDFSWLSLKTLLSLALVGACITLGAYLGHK
* marks the source's active call; other numbers are inactive results; ? = inconclusive; · = no result given; [ ] = dose if it differs, or a comment. Unless noted, no stated cut-off is given here; in the data, active means inhibition above about 40%.

SMILES | Bcl-XL Bim block | RGS7-Gao reg | Mcl1 Noxa PPI | RGS4-Gao reg | Bcl-W Bim block | Bfl-1 Bim block | Bim-Bcl-B | Mcl1 Bid PPI | Mcl-1 Bim block | RGS8-Gao reg | Bcl-2 Bim block
Cc1cc(/C=C2/C(=O)N(C)C(=S)N2C)c(C)n1C1CC1 | -4 | 95 | 10 | 93 | 4 | 10 | -4 | -5 | 5 | 94 | 5
O=C(O)/C=C/C(=O)NCCc1cccc(Cl)c1 | -1 | 99 | 25 | 101 | 2 | -2 | -2 | 7 | -1 | 105 | -5
O=C(CN(c1cccc(Cl)c1)S(=O)(=O)c1ccc(Cl)cc1)N1CCc2ccccc2C1 | -7 | 112 | 24 | 117 | -3 | -1 | -8 | 9 | -3 | 105 | -2
c1ccc(-c2csc3ncnc(NCc4ccccn4)c23)cc1 | · | ? | -11 | 153*[activator] | · | · | · | -17 | · | 128 | ·
Cn1c(=O)n(C)c2cc(C(=O)Nc3ccc4c(c3)OCO4)ccc21 | -4 | 100 | -14 | 102 | 3 | -6 | -3 | -33 | 2 | 100 | -1
COC(=O)c1[nH]c2ccccc2c1NC(=O)c1ccccc1[N+](=O)[O-] | 2 | 100 | -3 | 102 | 6 | -2 | 44* | -4 | 93* | 103 | -6
COc1ccc(C(=O)/C=C/C(=O)N(CC(=O)NC2CCCCC2)Cc2ccccc2OC)c(O)c1 | 0 | 105 | 11 | 100 | -2 | -3 | -3 | 17 | 0 | 91 | -2
CCOC(=O)Cn1ccc(O)c(Cc2ccc(Cl)cc2Cl)c1=O | -6 | 97 | 6 | 98 | 0 | -12 | -10 | -42 | 0 | 101 | -8
COC(=O)CCC(=O)Oc1ccc(OC(=O)CCC(=O)OC)cc1 | -1 | 102 | 13 | 104 | 0 | 5 | 1 | -9 | 0 | 108 | 0
COC(=O)Nc1ccc(S(=O)(=O)Nc2cccc3ccccc23)cc1 | -11 | 102 | -2 | 102 | -7 | -25 | -11 | -1 | -9 | 101 | -11
O=S(=O)(Nc1ccc(F)cc1)c1ccc(NC(=S)Nc2ccccc2)cc1 | 3 | 103 | 21 | 103 | -2 | -13 | -9 | -27 | -1 | 102 | -10
CCc1noc(C)c1C(=O)Nc1ncc(C)s1 | 3 | 102 | 9 | 99 | 0 | -11 | -7 | -1 | 0 | 96 | -9
CCCCCC(=O)NNC1CC(=O)N(c2cccc(OCC)c2)C1=O (centres undefined) | · | ? | -15 | 100 | · | · | · | -15 | · | 98 | ·
O=C(CSc1nnc(Cc2cc(=O)[nH]c(=O)[nH]2)n1-c1ccccc1)N1CCCCC1 | -6 | 103 | -3 | 98 | -4 | -13 | -9 | -20 | -3 | 98 | -9
O=C(NCC1CCCO1)c1cc([N+](=O)[O-])ccc1Cl (centres undefined) | 0 | 107 | 9 | 104 | -2 | -6 | -7 | 94* | -1 | 104 | -6
COc1ccc(OC)c(NC(=O)c2nnn(Cc3ccccc3C)c2N)c1 | -11 | 98 | 11 | 99 | 0 | -16 | -12 | -7 | -3 | 100 | -13
COc1ccc(-c2cc([C@H]3[C@H]4C=CC[C@@H](C)[C@@H]4C(=O)N3Cc3ccccc3)ccc2F)cc1 | · | ? | -77 | 90 | · | · | · | -29 | · | 97 | ·
COC(=O)NNC(=S)NCc1ccccc1 | -5 | 101 | 6 | 106 | -2 | 0 | -11 | -57 | -1 | 102 | -2
CN(C)C(=O)CSc1ncnc2scc(-c3ccccc3)c12 | -3 | 101 | -7 | 101 | 3 | -2 | -5 | -18 | 0 | 106 | 4
O=C(NCc1ccccc1)C(c1ccc(F)cc1)N(Cc1ccco1)C(=O)c1ccccn1 (centres undefined) | 0 | 99 | 9 | 101 | 0 | -2 | -1 | -11 | 0 | 101 | -2
CCN(CC)c1nc(C)c2c(c1C#N)CC(C)(C)OC2 | -1 | 99 | 7 | 99 | -3 | -2 | -1 | -9 | -2 | 99 | -4
CCCOC(=O)CSc1nnc(-c2ccccc2Cl)o1 | -1 | 86 | -8 | 85 | -1 | 1 | -3 | -17 | -1 | 91 | 0
Cc1nonc1OCCNC(=O)C12CC3CC(CC(C3)C1)C2 | -3 | 99 | -12 | 95 | -3 | 0 | -2 | -17 | -1 | 100 | -2
COC(=O)C1=C(C(=O)OC)SC2(S1)C(C(=O)OC)=C(C(=O)OC)SC1=C2c2cc(C)ccc2NC1(C)C | 0 | 119 | 21 | 102 | 2 | 24 | -30 | -9 | -3 | 90 | -5
O=[N+]([O-])c1cc(C(F)(F)F)ccc1N1CCCNCC1 | -1 | 97 | 7 | 98 | -3 | -8 | -8 | -22 | -4 | 103 | -7
O=C(c1ccccc1[N+](=O)[O-])N1CCN(Cc2ccc3c(c2)OCO3)CC1 | 0 | 96 | 1 | 96 | 5 | 9 | 6 | -12 | 2 | 97 | 3
COc1ccc(OC)c2sc(NC(=O)C3=COCCO3)nc12 | -1 | 105 | 13 | 104 | 0 | -10 | -8 | -25 | 0 | 102 | -6
O=C(CSc1ncn(-c2ccccc2)n1)N1CCc2ccccc21 | -4 | 101 | 12 | 97 | 0 | -8 | -12 | -8 | -4 | 96 | -5
COc1ccc(NC(=O)CSc2nc3c(c(-c4cccs4)c2C#N)CN(C)CC3)cc1OC | 1 | 106 | 11 | 92 | 8 | 0 | -1 | -19 | 2 | 94 | -1
COc1ccc2c(c1)C(C)=CC(C)(C)N2C(=O)CSc1nnc(-c2ccc(C)cc2)o1 | 3 | 118 | -10 | 118 | -4 | -11 | -8 | 1 | -4 | 110 | -8
Cc1ccccc1C1=N/C(=C/c2cccs2)C(=O)O1 | 0 | 108 | 2 | 103 | -2 | -1 | -7 | -15 | 0 | 104 | -2
COc1ccc(N(C)C(=O)c2oc(=O)c3ccccc3c2-c2ccccc2)c(OC)c1 | · | ? | 20 | 92 | · | · | · | -101 | · | 94 | ·
COC(=O)C1CCN(C(=O)c2ccccc2NC(C)=O)CC1 | 4 | 95 | · | 97 | -2 | -1 | 2 | -31 | -1 | 95 | 0
CCOc1cc(NC(=S)Nc2ccccc2OC)c(OCC)cc1NC(=O)c1ccccc1C | -2 | 98 | · | 99 | 2 | -10 | -6 | -28 | 0 | 99 | -6
CCc1c(C)c2cc(Cl)c(O)c(CN(C)C)c2oc1=O | 0 | 97 | -8 | 101 | -1 | -2 | 1 | 5 | 2 | 100 | 0
Cc1nn(Cc2ccc(F)cc2)c(C)c1NC(=O)c1cnn2cccnc12 | 0 | 99 | 4 | 103 | 2 | 0 | 0 | -6 | -1 | 101 | 0
CC(C)(C)c1cc(C(=O)N/N=C/c2ccco2)n[nH]1 | 3 | 115 | 21 | 114 | -1 | -4 | 0 | -5 | 0 | 136 | -3
CSc1nsc(SCc2cnc(C)nc2N)n1 | -4 | 100 | 3 | 99 | -1 | -10 | -10 | -16 | -2 | 99 | -7
COc1ccc(C2CC(=O)C3=C(C2)Nc2ncnn2C3c2ccccc2C)c(OC)c1 (centres undefined) | -13 | 100 | -7 | 102 | -9 | -7 | -15 | 1 | -8 | 100 | -8
O=C1c2ccccc2C(O)(Cc2ccccc2)N1c1ccc2c(c1)OCO2 (centres undefined) | -1 | 99 | -4 | 99 | -1 | 0 | -2 | -16 | -5 | 98 | 0

Results in Mcl1 Bid PPI and Bcl-XL Bim block, for some of the entries so far:
| Compound | Mcl1 Bid PPI | Bcl-XL Bim block |
| --- | --- | --- |
| COc1ccc(C2CC(=O)C3=C(C2)Nc2ncnn2C3c2ccccc2C)c(OC)c1 (centres undefined) | 1 | -13 |
| COc1ccc2c(c1)C(C)=CC(C)(C)N2C(=O)CSc1nnc(-c2ccc(C)cc2)o1 | 1 | 3 |

Later entries:
SMILES | Bcl-XL Bim block | RGS7-Gao reg | Mcl1 Noxa PPI | RGS4-Gao reg | Bcl-W Bim block | Bfl-1 Bim block | Bim-Bcl-B | Mcl1 Bid PPI | Mcl-1 Bim block | RGS8-Gao reg | Bcl-2 Bim block
CN(C)C(=S)Nc1ccc(Br)cc1Cl | · | ? | -2 | 105 | · | · | · | -18 | · | 102 | ·
Cc1cc(C)n(C(=O)c2ccc(Cl)c(F)c2F)n1 | 1 | 92 | 0 | 90 | -2 | 3 | -2 | -7 | -2 | 84 | -3
O=C1/C(=C\c2ccc(C(F)(F)F)cc2)CSc2sccc21 | · | ? | 5 | 97 | · | · | · | 9 | · | 100 | ·
COc1ccc(-c2[nH]ncc2CNCCc2ncccc2C)cc1F | -2 | 98 | 4 | 98 | -1 | -7 | -4 | -31 | -1 | 100 | -3
CC(C)(C)C(=O)O/N=C(\N)c1ccc(-c2csnn2)cc1 | · | ? | 2 | 106 | · | · | · | -4 | · | 102 | ·
O=C(CN1CCN(c2ccccc2O)CC1)Nc1ccc([N+](=O)[O-])cc1Br | 1 | 97 | 24 | 99 | 2 | 0 | -2 | -3 | -1 | 101 | -7
CCOC(=O)C1C(=O)CC(C)(O)C(C(=O)OCC)C1c1ccc(F)cc1 (centres undefined) | -13 | 95 | 13 | 90 | -1 | 4 | 1 | -20 | 4 | 87 | 4
COc1ccccc1C(=O)NCC1(c2ccccc2)CCCC1 | -4 | 105 | -7 | 105 | -3 | -13 | -8 | -3 | -1 | 112 | -1
O=C1C(Cl)=C(NC2CCCCC2)C(=O)N1Cc1ccccc1 | -2 | 94 | 11 | 103 | -2 | -3 | -4 | -29 | 2 | 108 | -1
CCCNC(=O)NC(=O)COC(=O)c1ccc(OC)c(S(=O)(=O)N2CCCc3ccccc32)c1 | -2 | 96 | 13 | 97 | -3 | -18 | -12 | 4 | -1 | 97 | -10
CCCC(c1nnnn1CC1CCCO1)N1CCN(c2nc3ccccc3s2)CC1 (centres undefined) | 6 | 98 | 0 | 96 | 3 | 1 | 5 | -3 | 1 | 100 | 12
O=C(Cc1n[nH]c(=O)[nH]c1=O)N/N=C/c1ccccc1O | 1 | 95 | -6 | 98 | -3 | -2 | 0 | -37 | -3 | 99 | -1
CC1(C)C(=O)OC(/C=C/c2cccc([N+](=O)[O-])c2)C(C)(C)C1=O (centres undefined) | · | ? | 11 | 102 | · | · | · | -13 | · | 102 | ·
COc1ccc(C(=O)NNC(=O)c2ccc(S(=O)(=O)N3CCCCC3)cc2)cc1 | 2 | 94 | 9 | 98 | 4 | -4 | -4 | -25 | 0 | 101 | 2
NC(=S)N/N=C/c1c[nH]c2ccccc12 | · | ? | -11 | 95 | · | · | · | -149 | · | 97 | ·
Cc1ccccc1CSc1nsc(N)n1 | 0 | 98 | 10 | 95 | -2 | -2 | 0 | 0 | -1 | 100 | -4

Compounds were not picked by outcome. About 2.7% of those tested had a hit in this group.
